14-3-3g Raf: alters human 14-3-3 gamma binding to Raf peptide; FP, 14-3-3gamma / TMR-pS259-Raf peptide binding; 160,000 tested, 0.19% active; AID 422; inhibition, % at 40 µM; P61981; in the data active means inhibition above about 30%;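 further: 0% = protein plus tracer without compound and 100% = blank with tracer alone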
Target sequence (P61981 whole entry, looked up): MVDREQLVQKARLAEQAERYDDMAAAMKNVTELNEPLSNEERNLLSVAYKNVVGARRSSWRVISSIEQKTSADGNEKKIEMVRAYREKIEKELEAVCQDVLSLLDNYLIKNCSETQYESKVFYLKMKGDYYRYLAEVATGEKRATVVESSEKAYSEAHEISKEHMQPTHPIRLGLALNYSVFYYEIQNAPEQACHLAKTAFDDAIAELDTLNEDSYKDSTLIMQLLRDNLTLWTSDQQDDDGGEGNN
* = called active by the depositor; & = joins results of further samples. These rows are one share of the data; count on the stated rates, not on these rows.

For CCC(=O)OCCNc1cc(Sc2ccc(C)cc2)c2nonc2c1[N+](=O)[O-] the results were 14-3-3g Raf -1.
`Cc1nn(CC(=O)NCC#N)c(C)c1[N+](=O)[O-]` gave 14-3-3g Raf -11.
CCOC(=O)c1c(NC(=O)c2cc3cc(Br)ccc3oc2=O)sc2c1CCC2 was read as 14-3-3g Raf -8.
For O=C(NCCc1ccccc1)c1c2c(nc3ccccc13)CCCC2 the results were 14-3-3g Raf -5.
Screening Cc1ccc(S(=O)(=O)CC2CSc3nc(N)cc(=O)n32)cc1 (centres undefined) returned 14-3-3g Raf -3.
Screening COc1cc(Cl)c(C)cc1NC(=O)c1cc2cc3ccc(C)cc3nc2s1 returned 14-3-3g Raf -50.
`CCCCn1c(C23CC4CC(CC(C4)C2)C3)cn2c3c(=O)n(C)c(=O)n(C)c3nc12` gave 14-3-3g Raf 5.
COc1ccc(C2C(Oc3ccc(Cl)cc3)C(=O)N2c2ccc(C)c(C)c2)cc1OC (centres undefined) was read as 14-3-3g Raf 2.
For O=[N+]([O-])c1cc2c(cc1C=Nc1ccc3oc(-c4cccc(F)c4)nc3c1)OCO2 the results were 14-3-3g Raf -16.
O=C(NCCc1ccccc1F)C1CC(=O)N(c2ccc(Br)cc2)C1 (centres undefined) was read as 14-3-3g Raf -5.

Structures listed so far that contain a carbonyl joined to an NH by a bond outside any ring, in the order listed:
`Cc1nn(CC(=O)NCC#N)c(C)c1[N+](=O)[O-]` gave 14-3-3g Raf -11.
CCOC(=O)c1c(NC(=O)c2cc3cc(Br)ccc3oc2=O)sc2c1CCC2 was read as 14-3-3g Raf -8.
For O=C(NCCc1ccccc1)c1c2c(nc3ccccc13)CCCC2 the results were 14-3-3g Raf -5.
Screening COc1cc(Cl)c(C)cc1NC(=O)c1cc2cc3ccc(C)cc3nc2s1 returned 14-3-3g Raf -50.
O=C(NCCc1ccccc1F)C1CC(=O)N(c2ccc(Br)cc2)C1 (centres undefined) was read as 14-3-3g Raf -5.

(cont.)
For CCC(=O)Nc1ccc2nc(SCc3c(C)cc(C)c(C(C)=O)c3C)sc2c1 the results were 14-3-3g Raf -13.
CCCCN(Cc1ccccc1)C(=O)C1CCN(S(=O)(=O)c2cccc3nsnc23)CC1 was read as 14-3-3g Raf -24.
`COC(=O)c1c(-c2ccccc2)csc1NC(=O)CSc1nnc2sc3ccccc3n12` gave 14-3-3g Raf -7.
For CCCCOc1ccccc1NC(=O)CC1Nc2cc(C)c(C)cc2NC1=O (centres undefined) the results were 14-3-3g Raf -30.
Screening COc1ccc(-c2oc3ncnc(NCCN4CCOCC4)c3c2-c2ccc(OC)cc2)cc1 returned 14-3-3g Raf -5.
`COc1cccc(OC)c1NC(=O)C1CCCN1C(=O)NCc1ccccc1` (centres undefined) gave 14-3-3g Raf -7.
CCCCCOC(=O)C1=C(C)NC2=C(C(=O)CCC2)C1c1cc2c(cc1Cl)OCO2 (centres undefined) was read as 14-3-3g Raf -1.
CC(NC(=O)CSc1ccccn1)c1ccccc1 (centres undefined) was read as 14-3-3g Raf -6.
For Cc1ccc(NC2SC(=O)N(CCC(=O)O)C2=O)cc1 (centres undefined) the results were 14-3-3g Raf 0.
COc1ccc(C2CC(C(F)(F)F)n3nc(C(=O)NCc4ccccc4)cc3N2)cc1OC (centres undefined) was read as 14-3-3g Raf -7.
Cc1c(NC(=O)CN2C(=O)C(=O)c3ccccc32)c(=O)n(-c2ccccc2)n1C was read as 14-3-3g Raf -5.
`O=c1[nH]c2cc3c(cc2cc1CN(CC1CCCO1)S(=O)(=O)c1ccccc1)OCCO3` (centres undefined) gave 14-3-3g Raf 0.
For COc1cccc(C2CC(c3ccc(F)cc3)Nc3nnnn32)c1OC (centres undefined) the results were 14-3-3g Raf -2.
For CCOC(=O)C1C(=O)NC(N2CCCCC2)=NC1c1ccccc1 (centres undefined) the results were 14-3-3g Raf -3.
Screening Cc1ccc(NCc2nnc(SCC(=O)N3CCCc4ccccc43)o2)c(C)c1 returned 14-3-3g Raf -11.
For COc1ccc(C(=O)NCCn2cc(SCc3cccc(F)c3)c3ccccc32)cc1 the results were 14-3-3g Raf -7.
Screening CCC(=O)N1CCc2cc(Br)cc(S(=O)(=O)N3CCN(c4ccc(F)cc4)CC3)c21 returned 14-3-3g Raf -3.
For COc1ccccc1N=Cc1c(O)c(Br)cc2oc3c(c12)CCCC3 the results were 14-3-3g Raf -62.
Cc1cc(N2CCOCC2)n2nc(C)c(-c3ccccc3)c2n1 was read as 14-3-3g Raf -4.
`CC1CC(C(F)(F)F)n2ncnc2N1` (centres undefined) gave 14-3-3g Raf -2.

Four entries already listed, arranged by SMILES length, rising.
For COc1cccc(C2CC(c3ccc(F)cc3)Nc3nnnn32)c1OC (centres undefined) the results were 14-3-3g Raf -2.
For COc1ccccc1N=Cc1c(O)c(Br)cc2oc3c(c12)CCCC3 the results were 14-3-3g Raf -62.
Cc1c(NC(=O)CN2C(=O)C(=O)c3ccccc32)c(=O)n(-c2ccccc2)n1C was read as 14-3-3g Raf -5.
`O=c1[nH]c2cc3c(cc2cc1CN(CC1CCCO1)S(=O)(=O)c1ccccc1)OCCO3` (centres undefined) gave 14-3-3g Raf 0.

(continued)
CCOc1ccc(NC(=O)c2ccccc2OC)cc1 was read as 14-3-3g Raf -8.
For Cc1ccc(NC(=O)C2CCN(S(=O)(=O)c3c(C)n[nH]c3C)CC2)nc1 the results were 14-3-3g Raf -11&3.
Screening c1ccc(CCNc2ncnc3c2c(-c2ccccc2)cn3-c2ccccc2)cc1 returned 14-3-3g Raf 2.
Screening CCCn1c(Nc2nc3ccccc3n2C)nc2ccccc21 returned 14-3-3g Raf -4.
For COC(=O)C1=C(C)N=C2SCCC(=O)N2C1c1cc(OC)c(OC)c(OC)c1 (centres undefined) the results were 14-3-3g Raf -4.
Screening CCN(c1ccccc1)c1cc(N2CCCCC2)c2nonc2c1[N+](=O)[O-] returned 14-3-3g Raf -7.
Screening COc1ccc(C(=O)NCc2ccco2)cc1S(=O)(=O)N1CCOCC1 returned 14-3-3g Raf -10.
Screening O=C(O)CCCC(=O)Nc1ccccc1C(=O)N1CCCC1 returned 14-3-3g Raf 23.
`Cn1nnnc1SCCNCc1ccncc1` gave 14-3-3g Raf 1.
Screening COc1ccc(C2Nc3ccccc3NC3=C2C(=O)CC(c2ccco2)C3)cc1 (centres undefined) returned 14-3-3g Raf -1.
Screening Cc1cc(Cl)c(S(=O)(=O)N2CC(C)OC(C)C2)cc1OCC(N)=O (centres undefined) returned 14-3-3g Raf -4.
Screening COCCN1C(=O)c2ccccc2C(C(=O)NCCCN2CCCC2=O)C1c1c[nH]c2ccccc12 (centres undefined) returned 14-3-3g Raf -1.
COc1ccc(/C(O)=C2\C(=O)C(=O)N(Cc3cccnc3)C2c2ccc(N(C)C)cc2)cc1 (centres undefined) was read as 14-3-3g Raf -2.
For CC1=C(C(=O)OCC2CCCO2)C(c2ccccc2F)C2=C(CCCC2=O)N1 (centres undefined) the results were 14-3-3g Raf 17.
Screening COC(=O)c1ccc(NC(=O)CN2CCOCC2)cc1 returned 14-3-3g Raf -6.
`COC(=O)CSc1nc(NCC(C)C)nc(N2CCOCC2)n1` gave 14-3-3g Raf -6.
Screening Cc1ccc(-c2csc(N(CCCN3CCOCC3)C(=O)c3ccco3)n2)cc1 returned 14-3-3g Raf -5.
C=CCn1c(SCC(=O)OCC)nnc1-c1ccc([N+](=O)[O-])cc1 was read as 14-3-3g Raf 14.
Screening O=C(Nc1cccc(-c2cn3ccccc3n2)c1)c1cnccn1 returned 14-3-3g Raf -7.
CC1=NN(C(=O)c2ccncc2)C(O)(c2cccnc2)C1 (centres undefined) was read as 14-3-3g Raf -3.

Pulled by compound from the entries so far (2):
CC1=NN(C(=O)c2ccncc2)C(O)(c2cccnc2)C1 (centres undefined) was read as 14-3-3g Raf -3.
`COC(=O)CSc1nc(NCC(C)C)nc(N2CCOCC2)n1` gave 14-3-3g Raf -6.

Remaining list, next part:
`Cc1ccc(C)c(C(=O)CN2C3=NCCN3c3ccccc32)c1` gave 14-3-3g Raf -6.
For O=C(Nc1ccc(NC(=O)C2CC2)nc1)c1cccnc1 the results were 14-3-3g Raf 5.
`COc1ccc(-c2nnc(NC(=O)c3ccc(S(=O)(=O)N4CCCc5ccccc54)cc3)o2)cc1` gave 14-3-3g Raf -6.
`COCCNC(=O)C1c2ccccc2Oc2ccccc21` gave 14-3-3g Raf -8.
Cn1c(=O)oc2cc(S(=O)(=O)NCCc3ccccc3)ccc21 was read as 14-3-3g Raf -5&-2.
Screening COc1cccc2cc(-c3nc(NC(C)=O)sc3C)c(=O)oc12 returned 14-3-3g Raf -3.
CCCN1CCC(=O)Nc2ccccc21 was read as 14-3-3g Raf 9.
For CCC(=O)N1c2ccc(S(=O)(=O)Nc3ccc(CC)cc3)cc2CC1C (centres undefined) the results were 14-3-3g Raf -4.
`Brc1ccc(-c2csc(N3CCc4ccccc4C3)n2)cc1` gave 14-3-3g Raf -11.
`O=C(COc1ccccc1)N1CCN(C(=O)Cc2ccccc2)CC1` gave 14-3-3g Raf -2.
For Cc1nc2ccc(-c3ccccc3)cc2o1 the results were 14-3-3g Raf -3.
CCOc1ccccc1N(CC(=O)NC1CCCCC1)C(=O)CCCC(=O)Nc1ccccn1 was read as 14-3-3g Raf -5.
`O=C(O)CCN1C(=O)C(=O)/C(=C(/O)c2ccccc2)C1c1ccccc1` (centres undefined) gave 14-3-3g Raf 1.
For CCCn1c(NCc2c(O)ccc3ccccc23)nc2ccccc21 the results were 14-3-3g Raf -7.
Screening COC(=O)c1ccccc1N1C(=O)C2C3c4ccccc4C(c4ccccc43)C2C1=O (centres undefined) returned 14-3-3g Raf -1.
For COc1ccc(CNc2cc(NCCCO)c([N+](=O)[O-])c3nonc23)cc1 the results were 14-3-3g Raf -5.
`Cc1ccc(N2CCN(CC3CC=CCC3)CC2)cc1` (centres undefined) gave 14-3-3g Raf -4.
CCn1c(SCC(=O)N2CCOCC2)nc2sc3c(c2c1=O)CCCC3 was read as 14-3-3g Raf -1.
Cc1nn(-c2ccccn2)c2nc(-c3cccs3)cc(C(=O)N3CCOCC3)c12 was read as 14-3-3g Raf -2.
CC1=C(C(=O)OC2CCCC2)C(c2cccc(Br)c2)C2=C(CC(C)(C)CC2=O)N1 (centres undefined) was read as 14-3-3g Raf -10.
Screening Cn1c(=O)[nH]c2nnc(-c3ccc(Cl)cc3)nc2c1=O returned 14-3-3g Raf -5.
`Cc1ccc(S(=O)(=O)N2N=C(c3ccccc3)CC2c2ccccc2Cl)cc1` (centres undefined) gave 14-3-3g Raf -5.
Screening COc1ccc(N(C(=O)c2ccccc2C)S(=O)(=O)c2ccc(Cl)cc2)cc1 returned 14-3-3g Raf 1.
O=c1c2ccccc2n(Cc2cccc(Cl)c2)c(=O)n1Cc1ccccc1 was read as 14-3-3g Raf 0.
Screening COc1ccc(C(=O)CN2C(=O)c3ccccc3C2=O)c(OC)c1C returned 14-3-3g Raf -1.
`CCSC(=Nc1ccccc1)C1=C(O)COC1=O` gave 14-3-3g Raf -2.
COc1ccc(Cl)c(NC(=O)NCCN2CCN(c3ccccc3)CC2)c1 was read as 14-3-3g Raf 1.
O=C(Nc1cccnc1)c1ccc(Cl)c([N+](=O)[O-])c1 was read as 14-3-3g Raf -13.
`CC(C)(C)c1cc(CN2CCN(CCC#N)CC2)cc(C(C)(C)C)c1O` gave 14-3-3g Raf -1&1.
For C1=C(c2ccccc2)CCN(c2nc3cccnc3s2)C1 the results were 14-3-3g Raf -1.
Screening CCOc1ccc(C2=NN3C(C2)c2cccc(OC)c2OC32CCCCC2)cc1 (centres undefined) returned 14-3-3g Raf -21.
O=C(CN1C(=O)CSC1=O)Nc1ccccc1F was read as 14-3-3g Raf -3.
`COc1ccc(-c2ccc(-c3nnn(CC(=O)N4CCOCC4)n3)cc2)cc1` gave 14-3-3g Raf -10.
COc1ccccc1N1CCN(C(=O)C(Sc2ccccc2)c2ccccc2)CC1 (centres undefined) was read as 14-3-3g Raf -4.
`COC(=O)c1sc(N2C(=O)C(=O)/C(=C(/O)c3ccc(Cl)cc3)C2c2cccc(Oc3ccccc3)c2)nc1C` (centres undefined) gave 14-3-3g Raf -82.
`CC1CCCN(C(C(=O)Nc2ccc3c(c2)OCCO3)c2ccccc2)C1` (centres undefined) gave 14-3-3g Raf 3.
Screening O=C(Nc1cccc2c(NC(=O)c3ccc(Br)cc3)cccc12)c1ccc(Br)cc1 returned 14-3-3g Raf -4.
For Fc1ccc(-c2cnc3ccccc3n2)cc1 the results were 14-3-3g Raf -9.
Cc1ccc(OCC2=NC(C)(C)Cc3c2ccc2ccccc32)cc1 was read as 14-3-3g Raf -49.
`CCOC(=O)N1CCN(C(=O)CSCc2nc(-c3ccccc3C)oc2C)CC1` gave 14-3-3g Raf 2.
Screening CCc1cccc(N=c2oc3ccc(Cl)cc3cc2C(=O)Nc2nccs2)c1 returned 14-3-3g Raf -5.
`Cc1ccc2[nH]c(C)c(CN3CCCCC3C)c(=O)c2c1` (centres undefined) gave 14-3-3g Raf -10.
`CN1C2=C(C(=O)CCC2)C(c2ccccc2OCc2ccccc2F)C2=C1CCCC2=O` gave 14-3-3g Raf 1.
O=C(NCCN1C(=O)C2C3C=CC(C3)C2C1=O)NCc1ccccc1 (centres undefined) was read as 14-3-3g Raf 3.
Screening Cc1cc(C)c(NC(=O)C(C)SCC(=O)Nc2ccccc2)c(C)c1 (centres undefined) returned 14-3-3g Raf 10.
O=C(CC12CC3CC(CC(C3)C1)C2)N1CCN(c2ccccc2F)CC1 was read as 14-3-3g Raf 0.
CCOC(=O)c1cc2c(=O)n3ccccc3nc2n(C)c1=NC(=O)c1cc(OC)c(OC)c(OC)c1 was read as 14-3-3g Raf -10.

Filtered by structure, the entries above containing a COOH group (3)
For Cc1ccc(NC2SC(=O)N(CCC(=O)O)C2=O)cc1 (centres undefined) the results were 14-3-3g Raf 0.
Screening O=C(O)CCCC(=O)Nc1ccccc1C(=O)N1CCCC1 returned 14-3-3g Raf 23.
`O=C(O)CCN1C(=O)C(=O)/C(=C(/O)c2ccccc2)C1c1ccccc1` (centres undefined) gave 14-3-3g Raf 1.
